RmlCD inh 1536 – blocks M. tuberculosis RmlC and RmlD coupled enzymes. P9WH09+P9WH11. 160,000 compounds, 0.03% hits. inhibition, % at 3.6 µM. RmlC+RmlD coupled enzyme assay, percent inhibition; primary screen in compound mixtures; in the data active means inhibition mostly above about 34%, no sharp cut-off; further: some results filed as inactive read as strong as hits
Target sequence (P9WH09 whole entry, looked up): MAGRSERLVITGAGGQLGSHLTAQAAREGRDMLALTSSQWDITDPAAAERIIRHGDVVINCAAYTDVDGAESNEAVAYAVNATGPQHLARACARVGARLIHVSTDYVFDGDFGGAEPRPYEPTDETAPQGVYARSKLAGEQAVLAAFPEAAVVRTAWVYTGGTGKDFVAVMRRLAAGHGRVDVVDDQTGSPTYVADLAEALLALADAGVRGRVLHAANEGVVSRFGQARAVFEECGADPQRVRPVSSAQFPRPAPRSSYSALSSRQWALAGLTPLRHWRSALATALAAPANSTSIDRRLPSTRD
Target sequence (P9WH11 whole entry, looked up): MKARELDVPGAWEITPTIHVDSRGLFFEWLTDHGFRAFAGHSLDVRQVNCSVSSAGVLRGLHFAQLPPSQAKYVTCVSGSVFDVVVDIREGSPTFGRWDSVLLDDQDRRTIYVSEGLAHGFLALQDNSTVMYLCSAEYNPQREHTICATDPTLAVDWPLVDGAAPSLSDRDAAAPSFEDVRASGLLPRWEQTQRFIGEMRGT
M. tuberculosis GlmU – inhibition of mycobacterial GlmU enzyme – biochemical, glucosamine-1-phosphate acetyltransferase (AID 1376); M. tuberculosis GlmU acetyltransferase enzyme assay; higher % means a stronger effect; 220,000 compounds, 0.25% hits; inhibition, %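 (tested at 30 µM in the primary screen)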; hits with a dose series show IC50 in µM; in the data active means inhibition above about 13%;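 further: 0% = complete reaction with vehicle and 100% = reaction without substrate; strong numbers were not always called active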
* marks the source's active call; other numbers are inactive results; x = not tested or not shown; & = joins results of further samples. A portion of the library; rates above refer to the full screens.

SMILES | RmlCD inh 1536 | M. tuberculosis GlmU
Cn1ncc(Br)c1C(=O)NC1C2CC3CC(C2)CC1C3 (stereo unspecified) | x | -1.6%
N#CCCN(C(=O)COC(=O)c1ccc2c(c1)NC(=O)CS2)c1ccc2c(c1)OCCO2 | x | 7.4%&6.2%
CS(=O)(=O)N(Cc1ccc(Cl)cc1)c1ccc(C(=O)Nc2cccnc2)cc1 | -1.4 | -9.5%
CCCCCc1cc(=O)oc2c(C(CCN3CCCCC3)c3ccc4c(c3)OCO4)c(OC)cc(OC)c12 (stereo unspecified) | -13.6 | -5.3%
O=C(CSc1ncnc2nc[nH]c12)c1ccc2ccccc2c1 | x | 2.4%
CCC1Oc2ccccc2N(CC(=O)Nc2ccc(OC)cc2OC)C1=O (stereo unspecified) | 8.2 | 2.4%
CCn1nc(C(=O)OCC(=O)Nc2nc(-c3ccc(OC)cc3)cs2)c2ccccc2c1=O | -5.6 | 3.9%
COc1ccccc1NC(=O)CSc1nnnn1Cc1ccccc1 | x | 4.2%
Cc1ccc(C)n1-c1ccc(-c2ccnc(N)n2)cc1 | 7.3 | -0.3%
C=CCON/C(CCC)=C1\C(=O)C(C(=O)OC)C(C)(C)CC1=NC (stereo unspecified) | 55.3 | 6.2%
O=S(=O)(c1ccc2ccccc2c1)N1CCN(C(=S)Nc2ccc(F)cc2)CC1 | x | 0.2%
COc1cccc(N(CC(=O)N/N=C(\C)c2cccs2)S(C)(=O)=O)c1 | 6.5 | 2.4%
Cc1cc(C)n(CC(O)CN(c2ccccc2)S(=O)(=O)c2ccc3ccccc3c2)n1 (stereo unspecified) | 1.7 | -2.6%
CCCCCC(=O)Nc1ccc(C(=O)N/N=C/c2ccc([N+](=O)[O-])cc2)cc1 | x | 0.4%
O=C(CSc1nnc(-c2ccco2)n1-c1ccccc1)N1CCOCC1 | 9.4 | 5.8%
CCNC(=S)N=Nc1c(O)[nH]c2ccc([N+](=O)[O-])cc12 | 9.6 | -9.2%
Cc1ccc(-n2c3c(c(O)c(-c4ccccc4)c2=O)C(=O)CC(C)(C)C3)cc1 | x | 1.8%
Cc1ccc(S(=O)(=O)N(C)CCCC(=O)Nc2ccc(C)cc2C)cc1 | x | 1.3%
CCOC(=O)N1CCN(CC(=O)Nc2cc3c(cc2C(C)=O)OCO3)CC1 | 5.5 | -2.8%
O=S1(=O)N=C2CCCCCN2C(c2ccc(Br)cc2)N1 (stereo unspecified) | -6.7 | -0.8%
CCC(C)(C)n1nnnc1C(c1ccccc1F)N1CCC(C(N)=O)CC1 (stereo unspecified) | 43.7 | -0.9%
Fc1ccc(Nc2nc(NCc3ccco3)c3ccccc3n2)cc1 | -4.7 | -3.3%
Cc1ccccc1-n1c(-c2ccncc2)n[nH]c1=S | x | 0.1%
COC(=O)c1cc(=O)n(Cc2ccco2)c(=Nc2ccc(F)c(Cl)c2)s1 | -6.9 | 4.2%
O=C(N1CCOCC1)N1CCC(NC(=O)C23CC4CC(CC(C4)C2)C3)CC1 | x | 9.7%
CC(=O)c1cc(-c2ccccc2)n(CCC(=O)NC2CCCCCC2)c1C | 26.0 | -1.0%
Clc1ccc(Nc2ccc(Cl)nn2)cc1 | 19.3 | 1.5%
Cc1nc([N+](=O)[O-])nn1C12CC3CC(CC(Cl)(C3)C1)C2 | -11.1 | -1.4%
CC1(C)CC(=O)C(C(c2ccco2)C2C(=O)CC(C)(C)CC2=O)C(=O)C1 | -2.9 | -2.2%
CCn1c(SCc2cc(=O)[nH]c3ccccc23)nnc1C1CC1 | x | -2.4%
O=C(NCC1COc2ccccc2O1)C1CCCN(S(=O)(=O)c2cnc[nH]2)C1 (stereo unspecified) | x | 0.5%
COC(=O)c1ccc(NC(=O)CSc2nnc(CNc3ccc(OC)cc3)n2C)cc1 | -12.1 | -0.3%
CC(=O)Nc1nc2c(s1)C(=O)NCCC2 | 7.1 | -3.8%
Oc1ccc2nc(Cc3ccccc3)[nH]c2c1 | x | 2.8%
O=C(c1cn(Cc2ccccc2)c2ccccc12)N1CCCCC1 | -14.0 | -2.1%
O=C(O)c1cccc(S(=O)(=O)NCc2cccs2)c1 | x | -5.8%
CCOc1ccc(OCc2ccc(C(=O)Nc3ccc(Cl)cn3)o2)cc1 | 3.0 | -2.0%
Nn1c(SCC(=O)Nc2cc(S(=O)(=O)N3CCOCC3)ccc2Cl)nnc1-c1cccnc1 | 1.2 | -3.4%
CC(=O)c1ccccc1OCCOc1ncnc2sccc12 | -6.6 | -3.8%
Cc1nc2nc(C)c(CCC(=O)N3CCN(c4ccccc4)CC3)c(C)n2n1 | 32.8 | -0.4%

7 entries from above in another layout:
Results follow in this order: RmlCD inh 1536, M. tuberculosis GlmU
- CC1(C)CC(=O)C(C(c2ccco2)C2C(=O)CC(C)(C)CC2=O)C(=O)C1
→ -2.9, -2.2%
- CCNC(=S)N=Nc1c(O)[nH]c2ccc([N+](=O)[O-])cc12
→ 9.6, -9.2%
- COc1cccc(N(CC(=O)N/N=C(\C)c2cccs2)S(C)(=O)=O)c1
→ 6.5, 2.4%
- CCn1nc(C(=O)OCC(=O)Nc2nc(-c3ccc(OC)cc3)cs2)c2ccccc2c1=O
→ -5.6, 3.9%
- CC(=O)c1cc(-c2ccccc2)n(CCC(=O)NC2CCCCCC2)c1C
→ 26.0, -1.0%
- Cc1ccc(-n2c3c(c(O)c(-c4ccccc4)c2=O)C(=O)CC(C)(C)C3)cc1
→ x, 1.8%
- CC(=O)c1ccccc1OCCOc1ncnc2sccc12
→ -6.6, -3.8%

Carrying on:
SMILES | RmlCD inh 1536 | M. tuberculosis GlmU
O=c1c2c(-c3ccccc3)csc2nc2c3ccccc3c(NCCN3CCOCC3)nn12 | 7.4 | -12.6%
Cc1cc(NC(=O)CSc2nc3ccccc3[nH]2)no1 | -6.7 | -1.1%
Cc1ccc(Cn2ccc(NC(=O)c3c(-c4ccccc4Cl)noc3C)n2)cc1 | -4.1 | -2.5%
O=[N+]([O-])c1ccc(O)c(-c2nn[nH]n2)c1 | -2.7 | 3.9%
O=C(CSc1nc2c(c(=O)n1-c1ccc(Cl)cc1)SCC2)Nc1ccc2c(c1)OCCO2 | -29.1 | -4.9%
CCCS(=O)(=O)NCc1cn2c(C)csc2n1 | 7.9 | -4.7%
CCCCNC(=O)c1ccc(N2CCC3(CC2)OCCO3)c([N+](=O)[O-])c1 | -14.7 | 1.4%
O=C1NCC(COCC2CC=CCC2)O1 (stereo unspecified) | x | 3.0%
CC(C)(C)NC[C@H](O)COc1nsnc1N1CCOCC1 | x | -1.5%
COC(=O)CCC(=O)OC1(C)C(=O)C=C2C=C(C3CC3)N(CCc3c[nH]c4ccccc34)C=C2C1=O (stereo unspecified) | x | -0.6%
Fc1cc(F)c2nc(Nc3nc4c(F)cccc4s3)sc2c1 | 8.9 | -4.3%
COc1cc(NC(=S)Nc2ccc(Br)cc2Cl)c(OC)cc1Cl | -6.5 | -1.0%
Cc1ccc2c(CSc3nnnn3C)cc(=O)oc2c1 | 2.2 | 2.9%
O=C(O)C1CCCN(S(=O)(=O)c2ccc(Cl)s2)C1 (stereo unspecified) | 10.9 | 1.1%
COC(=O)C1C(=O)N2CCCSC2=C(C#N)C1c1cccs1 (stereo unspecified) | -1.4 | 6.5%
CCOC(=O)C(Cc1cc(C(C)=O)ccc1OC(C)C)C(=O)OCC | x | 1.5%
Cc1ccc(S(=O)(=O)Nc2ccccc2C(=O)Nc2nc(-c3ccc(F)cc3)cs2)cc1 | -11.2 | 3.9%
O=c1ccc2ccc(Oc3ccc(Cl)cc3[N+](=O)[O-])cc2o1 | x | 3.1%
COc1ccc(CN(C)Cc2nc(Cc3ccccc3Cl)no2)cc1OC | 3.1 | 7.3%
CCC(=O)NC(c1ccc(N(C)C)cc1)c1c(O)ccc2ccccc12 (stereo unspecified) | 8.2 | 2.6%
O=C(CSc1ccc(-c2cccs2)nn1)N1CCCCCC1 | 8.1 | 1.2%
COC/C=C/C1=CC2=CC(=O)C(C)(OC(=O)c3cnc4ccccc4n3)C(=O)C2=CN1CCCCO (stereo unspecified) | x | -4.6%
CN(C)[C@@H]1C(=O)C(C(N)=O)=C(O)[C@@]2(O)C(=O)C3=C(O)c4c(O)cccc4[C@@](C)(O)[C@H]3[C@H](O)[C@@H]12 | x | 5.7%
CCOc1ccccc1-n1c(O)c(C=NCCCn2ccnc2)c(=O)[nH]c1=O | 6.9 | 4.1%
CCn1c(SCC(O)c2ccccc2)nnc1-c1ccccc1 (stereo unspecified) | x | 0.9%
COc1ccccc1-c1c(C)nn2c(-c3ccccc3)cc(C)nc12 | 0.9 | -0.7%
COc1ccc(N2CCN(C(CNC(=O)c3ccc4c(c3)OCO4)c3ccco3)CC2)cc1 (stereo unspecified) | -5.7 | -2.2%
Cc1ccc(C)c(OCC(O)CN2CCN(CCN3C(=O)c4cccc5cccc(c45)C3=O)CC2)c1 (stereo unspecified) | -5.9 | -1.2%
CCc1ccc(NC(=O)CSc2n[nH]c(C)c2[N+](=O)[O-])cc1 | 2.5 | 1.1%
Cc1cc(C)n2nc(C(=O)NCc3ccccc3)nc2n1 | -0.8 | -3.5%
CCOC(=O)C1=C(NC#N)OC(C)=C(C)C1c1ccc(O)cc1 (stereo unspecified) | 10.7 | -6.1%
CCOc1ccccc1NC(=O)C(CC(C)C)NC(=O)C1CCC(C)CC1 (stereo unspecified) | x | -0.7%
CC(C)S(=O)(=O)C/C(N)=N/OS(=O)(=O)c1ccc(Cl)cc1 | -11.9 | 0.6%
O=C(O)CN1C(=O)CCS(=O)c2ccccc21 (stereo unspecified) | -0.7 | 3.9%
COc1ccc(CN(C)CC(=O)Nc2cc(OC)c([N+](=O)[O-])cc2C)c(OC)c1 | -8.1 | -1.5%
CN(CCc1ccccn1)c1ncnc2[nH]ncc12 | 10.3 | 0.2%
CC1CCN(c2ncnc3ccccc23)CC1 | x | 2.0%
Cc1ccccc1OCC(=O)O/N=C(\N)Cc1ccc(Cl)cc1 | x | -1.0%
COc1cccc(/C=C/c2ccccn2)c1O | 1.8 | 2.7%
Cc1ccc(NC(=O)c2ccc(OC(=O)CCN3C(=O)c4ccccc4C3=O)cc2)cc1 | x | 0.9%

Three structures from above, sorted by molar mass, falling:
SMILES | RmlCD inh 1536 | M. tuberculosis GlmU
CCOc1ccccc1-n1c(O)c(C=NCCCn2ccnc2)c(=O)[nH]c1=O | 6.9 | 4.1%
CC(C)S(=O)(=O)C/C(N)=N/OS(=O)(=O)c1ccc(Cl)cc1 | -11.9 | 0.6%
CCn1c(SCC(O)c2ccccc2)nnc1-c1ccccc1 (stereo unspecified) | x | 0.9%

The listing continues:
SMILES | RmlCD inh 1536 | M. tuberculosis GlmU
O=C1OCCN1C(=O)[C@H]1[C@H](c2ccc(F)cc2)C(c2ccc(F)cc2)=NN1c1ccccc1 | x | 0.3%
S=c1[nH]c2ccc3ccccc3c2[nH]1 | 8.5 | -1.1%
Cc1cc(C(=O)CSc2nncs2)c(C)n1Cc1ccco1 | 0.2 | -1.0%
N#C/C(=C(/O)CCCl)c1ccccn1 | -8.1 | 1.3%
O=C(/C=C/c1ccccc1)N1CCN(c2ccccn2)CC1 | -7.6 | 1.3%
Cc1cnc(NC(=O)CN2C(=O)C3CC=CCC3C2=O)s1 (stereo unspecified) | x | 8.8%
Cc1nn(C)cc1CNC(=O)c1cc2n(n1)C(C(F)(F)F)CC(c1cccs1)N2 (stereo unspecified) | 5.3 | -2.2%
Cc1oc(-c2cccs2)nc1CN1CCN(Cc2ccc(F)c(F)c2)C(CCO)C1 (stereo unspecified) | x | 1.9%
COc1cccc(CN2CCC(C(=O)N3CCC(C)CC3)CC2)c1 | 12.6 | -2.5%
Cc1ccc(/C=N/N2C(=O)c3ccccc3NC2c2ccc(C)cc2)cc1 (stereo unspecified) | 2.3 | 3.7%
C=C(CC1CC(O)[C@]2(C)OC3CC4OC5C[C@]6(C)O[C@]7(C)CCC8OC9C[C@]%10(C)OC%11C(C)=CC(=O)OC%11CC%10OC9C[C@@H](C)C8OC7CC6O[C@]5(C)C/C=C\C4OC3CC2O1)C(=O)O (stereo partly specified) | x | 2.0%
CCC(C)(C)NC(=O)CN(C(=O)CNS(=O)(=O)c1ccccc1)c1ccccc1 | x | -3.6%
O=c1[nH]c(=O)n(C2CCCCC2)c(O)c1C1NCCc2ccccc21 (stereo unspecified) | x | 0.9%
CCOC(=O)Cc1csc(NC(=S)NC(=O)c2ccccc2)n1 | x | -3.9%
CN(CC(O)CN1CCOCC1)S(=O)(=O)O (stereo unspecified) | -11.1 | 0.1%&-0.3%
Cc1ccc(Nc2nnc(SCC(=O)NCCN3C(=O)CSC3=O)s2)cc1 | -3.1 | -7.1%
Cc1ccc(NC(=O)COc2ccccc2C=O)cc1Cl | -10.5 | 2.2%
CN(C)CCCCOc1ccccc1F | -7.1 | 6.9%
COc1ccc(OC)c(NC(=O)CSc2nnc(N)s2)c1 | x | 0.9%
COc1ccccc1NC(=O)[C@H](COCc1ccccc1)NC(=O)OC(C)(C)C | -4.2 | -2.0%
Cc1cc(C(=O)c2ccc(Cl)cc2)c(NC(=O)CCl)s1 | -7.7 | -0.4%
Nc1nc(-c2ccccc2)nn1S(=O)(=O)c1ccccc1 | 11.3 | -1.3%
CCOC(=O)N1CCN(Cc2cn[nH]c2-c2ccc(-c3ccccc3)cc2)CC1 | -11.7 | -10.3%
O=C(NC(Cc1ccccc1)C(=O)O)c1ccc(S(=O)(=O)N2CCOCC2)cc1 (stereo unspecified) | -3.0 | -0.3%
COc1ccc(-n2cc(CN3CCCC3)c(-c3cccc(F)c3)n2)cc1 | -2.7 | -1.3%
COc1ccc(N2CCN(C(=O)c3ccc(Oc4ccc(C(F)(F)F)cn4)cc3)CC2)cc1 | -11.5 | 8.3%
Cc1ccccc1NC(=O)Nc1cc(S(N)(=O)=O)ccc1C | x | 5.8%
Cc1nc(-c2nc(-c3c(C(=O)NNC(=O)Nc4ccccc4)noc3C)cs2)cs1 | -8.6 | -3.0%

Assay outcomes (PubChem BioAssay)
